Assay outcomes as filed in PubChem BioAssay.
TNAP inh noacc = human TNAP enzyme inhibitors, primary screen, biochemical, luminescent, no phosphate acceptor, uHTS; purified TNAP, CDP-star luminescence, 30 min; inhibition, % at 20 µM; hit rate 0.26% among 200,000; AID 1012, 2008;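 active means tissue-nonspecific alkaline phosphatase inhibition above about 50% at 20 µM in the single-dose screen, limit read from the data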;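 further: 0% = DMSO negative control and 100% = EDTA positive control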
Target sequence (P05186 whole entry, looked up): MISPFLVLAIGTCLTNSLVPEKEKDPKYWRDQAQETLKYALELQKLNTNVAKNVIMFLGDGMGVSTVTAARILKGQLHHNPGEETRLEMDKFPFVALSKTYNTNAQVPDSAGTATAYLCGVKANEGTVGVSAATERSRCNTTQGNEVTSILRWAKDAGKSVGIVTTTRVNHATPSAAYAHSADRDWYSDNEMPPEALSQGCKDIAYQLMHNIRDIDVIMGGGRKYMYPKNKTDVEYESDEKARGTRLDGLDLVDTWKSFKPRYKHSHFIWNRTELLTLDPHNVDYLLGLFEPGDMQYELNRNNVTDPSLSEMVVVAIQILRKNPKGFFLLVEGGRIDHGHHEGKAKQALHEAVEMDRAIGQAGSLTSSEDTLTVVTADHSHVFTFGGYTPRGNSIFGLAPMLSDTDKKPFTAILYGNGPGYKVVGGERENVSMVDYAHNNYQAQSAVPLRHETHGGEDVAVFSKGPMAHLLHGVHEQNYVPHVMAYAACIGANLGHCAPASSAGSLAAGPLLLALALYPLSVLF
APP transl inh = inhibitors of APP translation via 5'UTR reporter, primary screen, APP 5'UTR luciferase, SH-SY5Y cells. SH-SY5Y APP 5'UTR-luciferase reporter, luminescence. inhibition, % at 2 µM. hit rate 0.82% among 190,000. AID 1285, 2008;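 active means inhibition above a set limit, derived from the sample mean plus 3 SD, cut at about 45% in these data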; further: values of inactives mirror those of a sister screen read the other way
bIAP activator = bovine intestinal alkaline phosphatase activators, primary screen, biochemical, bovine IAP, CDP-star luminescence; alkaline phosphatase, intestinal [Bos taurus]; purified bovine IAP, 30 min; active compounds read high; fold of DMSO-control signal, blank-subtracted; activation factor at 20 µM; hit rate 0.17% among 200,000; AID 1016, 2008;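 active means activation factor of 2 or more at 20 µM, a signal rise over negative controls twice the positive control's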
Lmaj promast = Leishmania major promastigote growth inhibition, primary screen; Leishmania major promastigotes, resazurin fluorescence viability; inhibition, % at 10 µM; hit rate 9% among 200,000; in the data active means inhibition above about 50%;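 further: promastigotes grown with compound for 44 hours at 28 °C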
TNAP inh hi DEA = human TNAP enzyme inhibitors, primary screen, biochemical, luminescent, high phosphate acceptor level, uHTS; Alkaline phosphatase, tissue-nonspecific isozyme (Homo sapiens), P05186; purified TNAP, CDP-star luminescence, 1 M DEA; inhibition, % at 20 µM; hit rate 0.03% among 200,000; AID 1135, 2008;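 active means over 50% inhibition of tissue-nonspecific alkaline phosphatase at 20 µM in the single-dose screen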;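 further: plate controls were DMSO wells for no effect and EDTA-quenched wells as full inhibition for full effect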
bIAP inh = bovine intestinal alkaline phosphatase inhibitors, primary screen, selectivity assay for TNAP inhibitor project, biochemical, bovine IAP, CDP-star luminescence. purified bovine IAP, 30 min. inhibition, % at 20 µM. 190,000 tested, under 10 active. AID 1019, 2008;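 active means over 50% inhibition of intestinal alkaline phosphatase at 20 µM in the single-dose screen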
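System: purified bovine intestinal alkaline phosphatase (IAP) enzyme; Input: IAP diluted 1/65,000,000 in the well; Measured by: CDP-star luminescence signal; Compound dosing: 20 µM single dose; Incubation: 30 min reaction at room temperature.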
FLuc inh counter = firefly luciferase enzyme inhibitors, primary screen, artefact control for luciferase-based inhibitor screens, biochemical, luminescence, ATPLite | Luciferin 4-monooxygenase (Photinus pyralis), P08659 | 10 min | inhibition, % at 10 µM | hit rate 1.5% among 200,000 | AID 1006, 2008;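 active means inhibition above about 50% when tested at 10 µM, limit read from the data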
Target sequence (P08659 whole entry, looked up): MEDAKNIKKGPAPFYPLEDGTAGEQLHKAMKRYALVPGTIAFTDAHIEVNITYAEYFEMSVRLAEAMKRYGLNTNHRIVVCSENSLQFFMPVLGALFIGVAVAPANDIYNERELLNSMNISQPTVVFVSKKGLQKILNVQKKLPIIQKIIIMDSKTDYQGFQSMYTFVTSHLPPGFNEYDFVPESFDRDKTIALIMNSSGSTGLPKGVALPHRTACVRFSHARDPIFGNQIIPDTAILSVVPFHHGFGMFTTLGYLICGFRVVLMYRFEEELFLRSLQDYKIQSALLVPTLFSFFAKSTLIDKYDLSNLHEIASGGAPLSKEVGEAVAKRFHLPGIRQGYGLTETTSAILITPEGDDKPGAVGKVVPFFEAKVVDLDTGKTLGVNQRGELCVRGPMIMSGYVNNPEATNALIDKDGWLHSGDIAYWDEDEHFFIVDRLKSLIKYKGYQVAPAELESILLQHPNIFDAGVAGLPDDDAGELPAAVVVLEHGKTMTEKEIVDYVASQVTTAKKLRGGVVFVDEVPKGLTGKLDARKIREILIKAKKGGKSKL
FLuc act counter = FLuc activators, initial screening, artefact control for FLuc-dependent activation tests, biochemical, ATPlite luminescence | AID 1027, 2008 | ATPlite luciferase biochemical, 10 min; 0 = ATP-free wells, 1 = DMSO control | Luciferin 4-monooxygenase (Photinus pyralis), P08659 | 200,000 tested, under 10 active | activation factor at 10 µM;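 active means luciferase activation factor, scaled between plate controls, of at least 2 with compound at 10 µM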
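Material: Luciferase/luciferin reagent mix | Doses: Test compounds dosed from 2 mM stocks in 100% DMSO | Timing: 10 min incubation after luciferase reagent addition, room temperature | Measured by: Luminescence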
RAM inhibit = inhibitors of the yeast RAM network, primary screen, dse1pr::URA3 reporter, 5-FOA selection. inhibition, % at 50 µM. hit rate 1.8% among 190,000. AID 868, 2007. S. cerevisiae dse1pr::URA3 reporter, 5-FOA growth OD615, 2 d; analog-sensitive cbk1-as2 kinase mutant strain;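 active means inhibition above a set limit, 3 SD over mean compound inhibition, cut at about 8.4% in these data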;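 further: 0% = DMSO-only wells with no growth and 100% = 10 µM 1-NA-PP1 full growth; inhibition rescues growth on 5-FOA so higher OD means more RAM inhibition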
TNAP act hi DEA = TNAP activators at high phosphate acceptor level, primary screen, biochemical, luminescence, uHTS; Alkaline phosphatase, tissue-nonspecific isozyme (Homo sapiens), P05186; purified TNAP, CDP-star luminescence, 1 M DEA, 30 min; active compounds read high; 0 = EDTA background, 1 = DMSO-only activity; activation factor at 20 µM; 200,000 tested, under 10 active; AID 1136, 2008;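 active means activation factor at least 2 at 20 µM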
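Measured by: Luminescent substrate turnover signal | Test system: Human TNAP | Input: TNAP 1/800 final | Dosing: 20 µM single point | Schedule: 30 min, room temperature | Controls: EDTA wells as negative control, DMSO wells as positive control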
Starred values were filed as active, the others as inactive; / = no result given.

SMILES | TNAP inh noacc | APP transl inh | bIAP activator | Lmaj promast | TNAP inh hi DEA | bIAP inh | FLuc inh counter | FLuc act counter | RAM inhibit | TNAP act hi DEA
CCN(CC)S(=O)(=O)c1ccc(NC(=O)CN(c2ccc(OC)cc2OC)S(C)(=O)=O)cc1 | -12 | -13 | 1.2 | 6 | -2 | -17 | -3 | 1 | 0.9 | 1
O=C(Cn1nc(CNc2ccc(Cl)cc2)[n+]2c1CCCCC2)c1ccc(Cl)cc1 | 2 | -11 | 0.7 | 15 | -2 | 27 | -3 | 1 | -0.4 | 1
O=C(Cn1nnc(-c2ccccc2F)n1)NCCc1ccccc1 | 2 | -10 | 0.9 | -5 | -5 | 13 | -4 | 1 | 2.7 | 1.1
CC(=O)Nc1ccc(S(=O)(=O)NCc2csc(C)n2)cc1 | -8 | -22 | 0.9 | -5 | -2 | 8 | -10 | 1.1 | 1.9 | 1
O=C1c2ccccc2C(=O)N1CCSc1nc2ccccc2c(=O)n1CCCN1CCOCC1 | -8 | 1 | 0.9 | 36 | 0 | 11 | 1 | 1 | 0.2 | 1
O=C(NCc1cccs1)[C@@H]1CSC2c3ccccc3C(=O)N21 (stereo not given in full) | -10 | 14 | 1 | -8 | -3 | 1 | -4 | 1 | 3.0 | 1
O=C1CN(c2nc3ccccc3n3cnnc23)CC(=O)N1CCc1ccccc1 | -16 | -10 | 0.9 | -8 | -3 | 13 | -6 | 1.1 | 5.0 | 1
COc1cc(C(=O)Nc2ccc(OCC(=O)O)cc2)cc(OC)c1OC | -8 | -20 | 0.9 | -8 | -11 | 7 | -13 | 1.1 | 2.6 | 1.1
O=C(CC(C(=O)O)N1CCOCC1)Nc1ccc(Cl)cc1 (stereo not given) | -10 | -12 | 1 | -2 | -4 | 3 | -1 | 1 | 0.9 | 1
CC(C)(C)S(=O)(=O)/C(C#N)=N/Nc1ccc(Cl)cc1 | -3 | -3 | 1 | 3 | -1 | 4 | -5 | 1 | 2.0 | 1
CCOc1ccc(N(CC(=O)O)S(=O)(=O)c2ccc(OC)c(OC)c2)cc1 | -9 | -13 | 0.9 | 0 | -3 | 10 | -1 | 1 | 1.3 | 1
Cc1c(NC(=O)C(C)OC(=O)c2cc(-c3cccc4ccccc34)nc3ccccc23)c(=O)n(-c2ccccc2)n1C (stereo not given) | -2 | -10 | 1 | 0 | 3 | 0 | -2 | 1 | 6.5 | 1
COc1ccc(NC(=O)CN(c2ccc(C(C)C)cc2)S(=O)(=O)c2c(C)noc2C)cc1OC | -7 | 0 | 1 | -6 | 4 | 5 | -1 | 1 | 3.3 | 1
Cc1ccc(N2CC(O)=C(c3nc4ccccc4c(=O)[nH]3)C2=N)cc1C | -32 | -8 | 1 | 18 | -4 | -2 | -3 | 1 | 4.2 | 1
COc1ccc(-c2nc3ccccc3c(=O)n2CCOc2ccccc2C)cc1 | -10 | 3 | 1 | 13 | -2 | 0 | 1 | 1 | 21* | 1
N#Cc1c(-c2ccc(Cl)cc2)ccn2nc(CCC(=O)O)nc12 | -5 | / | 1 | -8 | 0 | 2 | 2 | 1 | -0.7 | 1
CCCSc1nc2c(c(=O)n(C)c(=O)n2C)n1Cc1ccc(C)cc1 | 2 | 10 | 0.9 | 22 | -2 | 8 | -7 | 1.1 | 8.4* | 1
N#CC1=C(N)Oc2cc3ccccc3cc2C1c1cccs1 (stereo not given) | -8 | -18 | 0.9 | 3 | -1 | 8 | 2 | 1 | 5.3 | 1
Cc1cc(CNCc2c(C(=O)N(C)Cc3ccccc3)nc3ccccn23)nn1C | -7 | -8 | 1.1 | 0 | 0 | -8 | 0 | 1 | 0.1 | 1
CCCCOC(=O)C1C2C=C[C@]3(CN(C(C)c4ccc(OC)cc4)C(=O)[C@H]13)O2 (stereo not given in full) | -4 | -3 | 1 | -4 | -1 | 0 | -4 | 1 | 0.8 | 1
OCCNc1nc(Nc2ccccc2)nc(Nc2ccccc2)n1 | -10 | -2 | 1 | 28 | -4 | -3 | -6 | 1.1 | -0.3 | 1
COc1ccc(Nc2nc(N)nc(CSc3nc(C)cc(C)n3)n2)cc1 | -7 | -5 | 0.9 | 1 | -3 | 7 | -6 | 1.1 | 0.1 | 1
Cc1ccc(C(C(=O)NC(C)(C)C)N(C(=O)c2csnn2)c2ccccc2F)o1 (stereo not given) | -4 | 7 | 0.8 | 5 | -3 | 22 | -7 | 1.1 | -0.8 | 1
Cc1cc(C)n2ncc(C(=O)Nc3cccc(O)c3)c2n1 | -10 | -8 | 1.1 | -4 | -5 | -13 | -2 | 1 | 1.8 | 1.1
O=C1S/C(=C/c2ccccc2F)C(=O)N1CCN=C1NS(=O)(=O)c2ccccc21 | 7 | 19 | 0.9 | 22 | 3 | 12 | -5 | 1 | 3.7 | 1
COc1cccc(/C=N/NC(=O)CN(CCc2ccccc2)S(=O)(=O)c2ccc(NC(C)=O)cc2)c1 | -3 | 2 | 0.9 | 42 | 0 | 15 | -3 | 1 | 0.9 | 1
Cc1cc(NC(=O)CSc2nnc(-c3ccccc3)o2)no1 | -17 | -24 | 1 | 17 | -7 | -5 | 0 | 1 | 1.8 | 1.1
CC(=O)NS(=O)(=O)c1ccc(N=c2ssc3c2-c2cc(C)c(C)cc2NC3(C)C)cc1 | 2 | 20 | 1 | 38 | 3 | 4 | -9 | 1.1 | 5.5 | 1
COC(=O)C1CCN(C(=O)COC(=O)Cc2c[nH]c3ccccc23)CC1 | -10 | 5 | 1 | -7 | -2 | -2 | -1 | 1 | 0.4 | 1
COc1ccc(OC)c(C(c2nnnn2Cc2ccccc2)N2CCN(C)CC2)c1 (stereo not given) | -11 | 10 | 1 | -6 | -3 | 0 | -8 | 1.1 | 1.8 | 1
O=C(NCC(=O)N(c1ccc(F)cc1)C(C(=O)NC1CCCC1)c1cccnc1)c1cccs1 (stereo not given) | -6 | -17 | 1 | -1 | -6 | -1 | -8 | 1.1 | 8.9* | 1.1
CC(NC(=O)c1ccc2nc[nH]c2c1)c1ccccc1 (stereo not given) | -20 | -10 | 1.1 | -3 | -8 | -11 | -8 | 1.1 | 1.4 | 1.1
COc1cccc(-n2c(C)nn(CCOc3ccccc3)c2=O)c1 | -14 | -2 | 1 | -4 | -6 | -5 | -6 | 1.1 | 0.7 | 1.1
O=C(O)c1ccc(CS(=O)c2cccc(C(F)(F)F)c2)o1 (stereo not given) | -6 | 10 | 3.2* | 1 | -7 | -224 | -4 | 1 | 0.5 | 1.1
CCn1c(SCC(=O)Nc2ccc(C(C)=O)cc2)nc2ccccc21 | -6 | -20 | 0.9 | 3 | -10 | 15 | -4 | 1 | 1.3 | 1.1
Cc1ccc(S(=O)(=O)N/N=C\c2ccc(C)o2)cc1 | -4 | -10 | 1 | -5 | 4 | 0 | 0 | 1 | -0.7 | 1
O=C(O)C1CCN(Cc2cccnc2)CC1 | -2 | -18 | 1.1 | 2 | -4 | -9 | -7 | 1.1 | 1.6 | 1
CCOc1ccc(NC(=S)NCc2ccc3[nH]c(C)cc3c2)cc1 | -6 | -21 | 0.9 | 7 | 0 | 14 | 1 | 1 | 4.8 | 1
Nc1nc(SCC(=O)Nc2ccc([N+](=O)[O-])cc2Br)n[nH]1 | -43 | 2 | 1 | -3 | 0 | 5 | -7 | 1.1 | 1.5 | 1
O=C(CSc1nnc(-c2cccnc2)n1CCN1CCCCC1)Nc1cccc(Cl)c1 | 3 | -4 | 0.9 | 1 | -2 | 8 | -2 | 1 | 0.5 | 1
O=C(NCc1cccs1)C(Cc1ccccc1)NS(=O)(=O)c1cccs1 (stereo not given) | -11 | -8 | 1 | 14 | -2 | 0 | -10 | 1.1 | 3.6 | 1
COc1ccc(-c2ccc(SC)nn2)cc1 | -5 | -114 | 1 | 6 | -1 | 0 | 94* | 0.1 | 1.3 | 1
O=c1cc(-c2ccccc2)[nH]n1-c1nc2ccccc2[nH]1 | -105 | -7 | 1.6 | 10 | -6 | -64 | 19 | 0.8 | 1.5 | 1.1
CC(=O)c1cccc(S(=O)(=O)N(C)C2CCN(C)CC2)c1 | -11 | -12 | 1 | 5 | -1 | -4 | -4 | 1 | 0.1 | 1
COc1ccc(C2CC(c3c(-c4ccccc4)c4cc(Cl)ccc4[nH]c3=O)=NN2S(C)(=O)=O)cc1OC (stereo not given) | -2 | 13 | 0.9 | -4 | -4 | 14 | -4 | 1 | 3.9 | 1
COC(=O)N/N=C/c1ccccc1OCc1ccccc1 | -3 | -12 | 0.9 | 12 | -2 | 11 | -6 | 1.1 | 2.6 | 1
COc1cccc(-c2cc(C(F)(F)F)nc(-n3cncn3)n2)c1 | -11 | -3 | 0.9 | 12 | -2 | 8 | 24 | 0.8 | 1.8 | 1
Cc1cccc(C)c1-n1nnnc1SCSc1nnnn1-c1c(C)cccc1C | -13 | 9 | 0.9 | 5 | -4 | 8 | -3 | 1 | 1.9 | 1
O=C(O)C1CC=CCC1C(=O)Nc1cccc(F)c1 (stereo not given) | -12 | -26 | 0.9 | -5 | -6 | 11 | -1 | 1 | 0.8 | 1.1
O=C(CCNC(=O)OCc1ccccc1)NC1CCCCC1 | -21 | -12 | 1 | -4 | -4 | 3 | -6 | 1.1 | 0.5 | 1

Part of the list above, with values under each structure:
The line under a structure holds: TNAP inh noacc	APP transl inh	bIAP activator	Lmaj promast	TNAP inh hi DEA	bIAP inh	FLuc inh counter	FLuc act counter	RAM inhibit	TNAP act hi DEA
- O=c1cc(-c2ccccc2)[nH]n1-c1nc2ccccc2[nH]1
→ -105	-7	1.6	10	-6	-64	19	0.8	1.5	1.1
- CC(=O)c1cccc(S(=O)(=O)N(C)C2CCN(C)CC2)c1
→ -11	-12	1	5	-1	-4	-4	1	0.1	1
- COc1ccc(C2CC(c3c(-c4ccccc4)c4cc(Cl)ccc4[nH]c3=O)=NN2S(C)(=O)=O)cc1OC (stereo not given)
→ -2	13	0.9	-4	-4	14	-4	1	3.9	1
- COC(=O)N/N=C/c1ccccc1OCc1ccccc1
→ -3	-12	0.9	12	-2	11	-6	1.1	2.6	1
- COc1cccc(-c2cc(C(F)(F)F)nc(-n3cncn3)n2)c1
→ -11	-3	0.9	12	-2	8	24	0.8	1.8	1

No enrichment for hits; about 13% have a hit in one of these screens.
